Screens: PubChem, National Center for Advancing Translational Sciences (NCATS)
POLK inh: blocks human DNA polymerase kappa activity; hit rate 0.53% among 400,000; purified Pol kappa, fluorescent DNA synthesis assay, 10 min; Potency, µM (top dose mostly 107 µM), inactives show top-dose activity, negative = inhibition, actives largely listed as inhibitors; Q9UBT6; note: % is set by controls: 0 for no effect and ±100 for the full control effect
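Readout: fluorescence, taken kinetically at 0 and 10 min. Conditions: 10 nM Pol kappa, 15 min RT compound preincubation, 50 nM substrate final. Controls: enzyme-free buffer wells.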
Apoferritin bind: candidate novel general anesthetic via apoferritin binding; hit rate 0.074% among 350,000; Potency, µM (series often up to 77.5 µM), for the others: at the top dose activity change, negative = displacement, actives largely listed as inhibitors; apoferritin/1-aminoanthracene competitive binding, fluorescence; note: % is set by controls: 0 for no effect and ±100 for the full control effect; nearly all actives have a fitted effect of over 20% in size
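Steps: apoferritin (10 uM) was premixed with half-saturated 1-AMA in PBS, compounds were pin-transferred, plates stood 10 min at room temperature, fluorescence was read at 380/535 nm, and curves were fitted with a Hill equation.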
G9a inh: blocks human histone lysine methyltransferase G9a; G9a H3K9 monomethylation, AlphaScreen, 2 h; Potency, µM (highest dose often 102 µM), inactives show top-dose activity, negative = inhibition, most hits filed as inhibitors; hit rate 8.8% among 350,000; note: % is set by controls: 0 for no effect and ±100 for the full control effect; nearly all actives have a fitted effect of over 75% in size
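Using a bead-based AlphaScreen, monomethylated H3K9 product from 2 h room-temperature reactions (G9a 20 nM, peptide 500 nM, SAM 20 uM) was detected with 0.5 ug/mL rabbit anti-H3K9me1 antibody.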
APE1 inh: inhibitors of human APE1 endonuclease; recombinant APE1, TAMRA/BHQ-2 abasic DNA cleavage fluorescence; hit rate 0.35% among 350,000; P27695; AID 2517; Potency, µM (titrated, usually from 65.8 µM), for the others: top-dose activity change, negative = inhibition, most hits filed as inhibitors;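 note: plate controls were vehicle for no effect and reference inhibitor for full effect; nearly all actives have a fitted effect of over 55% in size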
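Activity was derived from the fluorescence gain between first and third kinetic reads (60 s intervals, ex 525/em 598 nm) after 50 nM THF-abasic TAMRA/BHQ-2 duplex was added to 0.75 nM APE1 preincubated 15 min with compound.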
POLB inh: inhibitors of human DNA polymerase beta. hit rate 1.3% among 340,000. Pol beta primer extension/strand displacement, fluorescence kinetic. Potency, µM (highest dose often 114 µM), for the others: at the top dose activity change, negative = inhibition, most hits filed as inhibitors; note: % is set by controls: 0 for no effect and ±100 for the full control effect
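Preincubation: enzyme (10 nM) with compound, 15 min, RT. Reaction: substrate added to 50 nM final. Reads: 0 and 10 min. Analysis: normalized, Hill fit.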
BAZ2B block: inhibitors of human BAZ2B bromodomain | Q9UIF8 | AlphaScreen BAZ2B-H3K14Ac peptide displacement | Potency, µM (series often up to 114 µM), for the others: top-dose activity change, negative = inhibition, hits mostly inhibitors | hit rate 4.4% among 360,000 | AID 504333; note: % is set by controls: 0 for no effect and ±100 for the full control effect; nearly all actives have a fitted effect of over 60% in size
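AlphaScreen displacement of biotin-H3(5-23)K14Ac peptide (50 nM final) from BAZ2B (50 nM final) in PBS pH 7.4, 0.01% Tween-20; complex preformed 30 min RT, then compounds (top 110 uM) 30 min RT, beads 20 min dark.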
POLH inh: blocks human DNA polymerase eta activity; Q9Y253; recombinant Pol eta, fluorescent DNA replication assay; Potency, µM (top dose mostly 114 µM), for inactives: at the top dose activity change, negative = inhibition, actives largely listed as inhibitors; hit rate 1.2% among 390,000; note: % is set by controls: 0 for no effect and ±100 for the full control effect
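Fluorescent replication assay: 50 nM final substrate added after a 15 min room-temperature compound preincubation with 10 nM enzyme. Signal taken at 0 min and again at 10 min.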
BLM helicase inh: inhibitors of human Bloom syndrome helicase BLM; recombinant BLM DNA unwinding, fluorescence dequenching; Potency, µM (doses to about 56.1 µM), without a hit: at the highest dose activity change, negative = inhibition, hits mostly inhibitors; hit rate 0.2% among 350,000;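 note: plate controls were vehicle for no effect and no enzyme for full effect; nearly all actives have a fitted effect of over 35% in size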
Target sequence (P54132 whole entry, looked up): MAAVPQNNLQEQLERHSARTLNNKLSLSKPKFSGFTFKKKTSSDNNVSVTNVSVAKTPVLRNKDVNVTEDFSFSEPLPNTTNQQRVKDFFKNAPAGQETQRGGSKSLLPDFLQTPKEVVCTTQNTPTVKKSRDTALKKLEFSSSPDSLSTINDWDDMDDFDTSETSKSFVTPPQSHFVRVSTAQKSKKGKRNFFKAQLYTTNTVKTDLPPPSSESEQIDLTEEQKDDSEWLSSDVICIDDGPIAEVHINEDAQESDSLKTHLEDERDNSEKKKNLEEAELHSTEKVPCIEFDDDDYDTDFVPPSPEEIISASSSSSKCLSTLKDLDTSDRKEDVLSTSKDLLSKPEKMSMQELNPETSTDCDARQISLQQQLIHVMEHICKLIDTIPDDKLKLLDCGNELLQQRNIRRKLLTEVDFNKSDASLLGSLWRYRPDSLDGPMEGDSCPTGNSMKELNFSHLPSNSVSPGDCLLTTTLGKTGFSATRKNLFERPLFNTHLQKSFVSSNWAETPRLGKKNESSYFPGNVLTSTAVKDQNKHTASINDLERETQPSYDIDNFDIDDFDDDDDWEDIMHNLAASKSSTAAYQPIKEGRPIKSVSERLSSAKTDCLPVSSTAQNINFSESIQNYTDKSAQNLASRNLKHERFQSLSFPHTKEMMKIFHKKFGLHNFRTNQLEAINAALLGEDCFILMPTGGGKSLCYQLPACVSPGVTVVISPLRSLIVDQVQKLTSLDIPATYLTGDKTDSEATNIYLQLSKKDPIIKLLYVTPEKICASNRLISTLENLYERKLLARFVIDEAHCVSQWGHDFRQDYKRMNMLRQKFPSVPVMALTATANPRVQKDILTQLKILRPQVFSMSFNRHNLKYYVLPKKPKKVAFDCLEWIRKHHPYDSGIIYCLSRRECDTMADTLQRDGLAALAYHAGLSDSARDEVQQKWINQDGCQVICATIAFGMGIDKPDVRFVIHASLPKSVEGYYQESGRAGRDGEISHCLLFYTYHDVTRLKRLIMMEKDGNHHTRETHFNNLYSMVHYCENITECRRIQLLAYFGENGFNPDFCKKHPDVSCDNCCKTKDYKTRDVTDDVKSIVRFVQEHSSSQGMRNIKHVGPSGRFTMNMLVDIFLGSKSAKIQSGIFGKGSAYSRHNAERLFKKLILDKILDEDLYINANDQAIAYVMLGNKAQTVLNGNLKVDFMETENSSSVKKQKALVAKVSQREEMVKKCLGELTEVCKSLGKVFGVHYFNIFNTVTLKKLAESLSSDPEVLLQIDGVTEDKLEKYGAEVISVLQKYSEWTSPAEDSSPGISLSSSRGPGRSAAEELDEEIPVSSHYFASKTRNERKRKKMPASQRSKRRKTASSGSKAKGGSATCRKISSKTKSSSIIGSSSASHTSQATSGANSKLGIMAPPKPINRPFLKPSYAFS
Pol iota inh: inhibitors of human DNA polymerase iota; Q9UNA4; Pol iota fluorescent replication assay, 10 min; Potency, µM (series often up to 115 µM), inactives show at the top dose activity, negative = inhibition, actives largely listed as inhibitors; hit rate 1% among 390,000; AID 588590
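Pol iota at 10 nM preincubated 15 min with compounds at room temperature; reaction started with fluorescent substrate, 50 nM final. Fluorescence read kinetically at 0 and 10 min; buffer-only wells as negative control.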
* = called active by the depositor; ? = inconclusive; / = not tested or not shown; [ ] = another dose, or the depositor's remark. Calls come from the whole dose curve; as a rule, active = well fitted curve in the direction sought with a large enough effect; inconclusive = small, poorly fitted or top-dose-only effect, or another doubt; inactive = no such curve, though single readings can be large; an effect the other way counts as inactive or inconclusive. Potency is the fitted concentration of half-maximal effect.

SMILES | POLK inh | Apoferritin bind | G9a inh | APE1 inh | POLB inh | BAZ2B block | POLH inh | BLM helicase inh | Pol iota inh
CN(C(=O)COC(=O)c1cccnc1Nc1cccc(C(F)(F)F)c1)C1CCS(=O)(=O)C1 (stereo unspecified) | -1% | -2% | 11%[59 µM] | 1% | 34% | 1% | ? | -1% | 8%
CC(=O)N1CCc2cc(CNS(=O)(=O)c3ccc(Br)s3)ccc21 | -1%[60.1 µM] | -24% | -1%[59 µM] | / | 22% | 3% | 5% | -2% | 2%
CCc1nnc(NC(=O)CN2CCN(Cc3cccc(Cl)c3)CC2)s1 | -3% | -5% | 8% | 53%[activator] | 0% | -22% | -7% | -5% | 99%[activator]
Cc1cc(C)cc(NC(=O)NC(C)C2CCCO2)c1 (stereo unspecified) | -11% | -7% | / | -9% | 13% | -12% | 2% | 0% | 48%[activator]
O=C(O)c1ccc(OS(=O)(=O)c2ccc(Cl)s2)c(Cl)c1 | 4% | / | -11%[2.33 µM] | 14% | / | 7% | -15% | / | 12%
CC#CC[N+](C)(C)CCCCCCCCCCCC | 4% | -8% | -2%[59 µM] | 0% | 0% | -5% | -19% | -2% | 7%
CC(=O)Nc1n[nH]c(S(=O)(=O)Cc2ccc(Cl)cc2Cl)n1 | -9% | -6% | 45µM* | -2% | 1% | ? | 3% | -1% | -5%
Cn1c(=O)cc(OCCCC(=O)Nc2ccc(F)cc2)c2ccccc21 | -9% | -13% | 6%[59 µM] | / | -19% | 1% | 4% | 1% | 0%
O=C1CN(C(=O)Nc2ccccc2C(F)(F)F)C(c2ccccc2)c2c(sc3c2CCCC3)N1 (stereo unspecified) | -20% | 2% | -25%[59 µM] | / | -30% | -3% | -15% | -1% | 12%
Cc1cc(Oc2ccc(C#N)cc2)nc(NCc2ccccc2)n1 | 3% | -18% | -19% | 1% | 8% | 1% | -11% | -4% | ?
CNS(=O)(=O)c1cccc(C(=O)OCC(=O)Nc2sc3c(c2C#N)CCCCC3)c1 | -18% | -3% | ? | 1% | 0%[57.1 µM] | -7% | -10% | -3% | 57%[activator]
CCc1nc(C)c(-c2ccccc2)c(=O)[nH]1 | 1% | 8% | -9%[59 µM] | -5% | 7% | -3% | 14% | -14% | 1%
O=C(NCCO)C(=O)Nc1c2c(nn1-c1ccc(F)cc1)CSC2 | 3%[60.1 µM] | -17% | ? | / | -1% | 6% | -9% | 1% | -3%
COc1ccc(C(=O)NCCc2ccccn2)cc1S(=O)(=O)Nc1ccc(Br)cc1 | -20% | / | 19%[2.33 µM] | 1% | / | 3% | -9% | / | 11%
CCCCNC(=O)C1Cc2cc(S(=O)(=O)N3CCCC3)ccc2N1C(C)=O (stereo unspecified) | -11% | -2% | 8% | 8% | 1% | -5% | -18% | 1% | 24%
O=C(CCC(=O)N1CCOc2ccccc21)NC1CCN(Cc2ccccc2)CC1 | -13% | -10% | -5% | 20% | -1% | 9% | -3% | 0% | 1%
CC(=O)Nc1ccc(S(=O)(=O)NC2CC(=O)N(c3ccc(C)cc3)C2)cc1 (stereo unspecified) | -1% | / | 11% | 5% | / | 8% | -17% | / | 40%[activator]
CCc1cccc(C)c1NC(=O)C1CCCN1C(=O)NCc1ccccc1 (stereo unspecified) | -7% | -6% | -11% | 3% | 39% | 6% | 0% | 0% | 112%[activator]
O=C(NNC1CC(=O)N(c2ccc(Cl)cc2)C1=O)c1ccccn1 (stereo unspecified) | -13% | -8% | -41% | 0% | -18% | / | -20% | 0% | 6%
O=C(COc1ccc(Cl)cc1)NCc1nnc(SCC(=O)N2CCCc3ccccc32)o1 | -9% | -20% | 15% | -3% | 29% | -5% | 2% | -6% | 13%
CC(C)CC(C(=O)N1CCc2ccccc2C1)N1C(=O)c2ccccc2C1=O (stereo unspecified) | -14% | ? | -11%[12.7 µM] | -2% | -6% | -1% | -17% | -6% | 12%
CC(C)C(=O)Nc1sc2c(c1C(N)=O)CCN(Cc1ccccc1)C2 | -5% | 4% | 71µM* | 2% | -1% | 4% | -15% | -2% | -16%
CC1CCN(C(=O)COc2ccc(S(=O)(=O)N3CCCC3)cc2)CC1 | 0% | 1% | 16%[59 µM] | 8%[12.4 µM] | 44% | 5% | -11% | 0% | 10%
Cc1cccc(N2CCN(c3nnnn3-c3ccccc3)CC2C)c1 (stereo unspecified) | -21% | -18% | 21%[59 µM] | 6% | 0% | -9% | -12% | -4% | ?

Record cards, from the list above. Order of screens: POLK inh	Apoferritin bind	G9a inh	APE1 inh	POLB inh	BAZ2B block	POLH inh	BLM helicase inh	Pol iota inh
Record of Cc1cc(C)cc(NC(=O)NC(C)C2CCCO2)c1 (stereo unspecified) → -11%	-7%	/	-9%	13%	-12%	2%	0%	48%[activator]
Record of CC(=O)Nc1ccc(S(=O)(=O)NC2CC(=O)N(c3ccc(C)cc3)C2)cc1 (stereo unspecified) → -1%	/	11%	5%	/	8%	-17%	/	40%[activator]

Two of the compounds above, as a markdown table:
| SMILES | POLK inh | Apoferritin bind | G9a inh | APE1 inh | POLB inh | BAZ2B block | POLH inh | BLM helicase inh | Pol iota inh |
| --- | --- | --- | --- | --- | --- | --- | --- | --- | --- |
| CCc1cccc(C)c1NC(=O)C1CCCN1C(=O)NCc1ccccc1 (stereo unspecified) | -7% | -6% | -11% | 3% | 39% | 6% | 0% | 0% | 112%[activator] |
| O=C(COc1ccc(Cl)cc1)NCc1nnc(SCC(=O)N2CCCc3ccccc32)o1 | -9% | -20% | 15% | -3% | 29% | -5% | 2% | -6% | 13% |

(more compounds)
SMILES | POLK inh | Apoferritin bind | G9a inh | APE1 inh | POLB inh | BAZ2B block | POLH inh | BLM helicase inh | Pol iota inh
CC(C)(CNC(=O)c1ccc(-c2ccccc2Cl)o1)N1CCOCC1 | -17% | / | -5% | -3% | / | -1% | -1% | / | 163%[activator]
Cc1ccc(NC(=O)COc2ccc3c(c2)OCO3)c(Cl)c1 | -15% | / | -6%[12.7 µM] | 18% | / | -3% | 2% | / | 3%
CC(C)(O)C#Cc1ccc(CN2CCN(Cc3ccsc3)C(CCO)C2)cc1 (stereo unspecified) | 1% | 9% | 16% | -3% | -14% | -7% | -5% | 0% | 21%
CS(=O)(=O)c1ccc(N2CCOCC2)c(S(C)(=O)=O)c1 | -11% | 6% | 5%[12.7 µM] | -2% | 7% | 8% | -16% | 0% | 30%
Cc1nn(-c2ccccc2)c2nc(C(F)(F)F)[nH]c(=O)c12 | -2% | 4% | ? | 26% | 9% | 9% | -5% | -17% | 5%
O=C(CC1(C(=O)O)CCCC1)N1CCOCC1 | -15% | 3% | 2%[59 µM] | 2% | -4% | 13% | -11% | 1% | 27%
CN1C(=O)[C@H]2[C@@H](C3CC3)N3C(=O)CN(CCO)C(=O)[C@@]3(Cc3ccccc3)[C@H]2C1=O | 6% | 1% | -25% | 19% | 12% | -15% | -2% | -2% | 2%
COc1ccc(Br)cc1C(=O)CCC(=O)OCC(=O)Nc1cc(C(N)=O)cc(C(N)=O)c1 | -6% | / | ? | -10% | / | -20% | -5% | / | 33%[activator]
Cc1oc(-c2ccccc2F)nc1CS(=O)CC(=O)NC1CC1 (stereo unspecified) | 0% | -1% | ? | 14% | 31% | -17% | -2% | 0% | 15%
Cc1ccc(-c2nnn(CCC(=O)NC3CCCC3)n2)cc1 | 1% | -12% | -10% | 0% | 1% | 10% | -4% | -4% | 35%[activator]
O=C(Nc1ccccc1C(=O)N/N=C/c1ccc(O)cc1)c1ccccc1 | 2% | -12% | 51%[59 µM] | -1% | -23% | -2% | -6% | -11% | -5%
O=C(NCc1ccccn1)[C@]1(C(F)(F)F)C[C@H](CCc2ccccc2)CCCO1 | -7% | -22% | / | 3% | / | / | / | -5% | -12%

The final 3 entries of the part before open the next one.
SMILES | POLK inh | Apoferritin bind | G9a inh | APE1 inh | POLB inh | BAZ2B block | POLH inh | BLM helicase inh | Pol iota inh
Cc1ccc(-c2nnn(CCC(=O)NC3CCCC3)n2)cc1 | 1% | -12% | -10% | 0% | 1% | 10% | -4% | -4% | 35%[activator]
O=C(Nc1ccccc1C(=O)N/N=C/c1ccc(O)cc1)c1ccccc1 | 2% | -12% | 51%[59 µM] | -1% | -23% | -2% | -6% | -11% | -5%
O=C(NCc1ccccn1)[C@]1(C(F)(F)F)C[C@H](CCc2ccccc2)CCCO1 | -7% | -22% | / | 3% | / | / | / | -5% | -12%
O=C(c1ccc2c3c(cccc13)CC2)C1CCCN(C(=O)c2cc[n+]([O-])cc2)C1 (stereo unspecified) | -24% | 1% | 2% | -1% | 10% | -1% | -4% | -1% | 73%[activator]
COc1ccc(C(=O)Oc2ccc(F)cc2C(=O)/C=C/c2ccc(OC)c(OC)c2)cc1 | 2% | -3% | 3%[59 µM] | -6% | ? | -1% | -4% | -9% | 2%
COc1ccc(N2CCN(C(=O)CCc3nnc4ccc(N5CCCC5)nn34)CC2)cc1 | 6% | -7% | 4%[0.0925 µM] | 4% | 54% | -15% | -17% | 2% | -4%
CCOC(=O)c1c(CN2CCN(C)CC2)n(-c2ccccc2)c2cc(Br)c(O)cc12 | -2% | -11% | 1%[12.7 µM] | 4% | 29% | -33% | -6% | 1% | -13%
O=c1oc2c3c(nn2c2ccccc12)CCCC3 | -3% | -7% | 10%[59 µM] | -2% | 16% | 1% | -3% | 0% | 2%
O=C(COC(=O)c1ccccc1F)c1ccc(-n2nncc2-c2ccco2)cc1 | -12% | ? | ? | -5% | -5% | -34% | ? | -11% | -13%
N#Cc1cccc(-c2cncnc2NCCc2cnc[nH]2)c1 | 1%[60.1 µM] | / | -8%[0.501 µM] | 15% | / | / | / | 2% | /
Cc1sc(NC(=O)CCC(=O)O)c(C#N)c1C | -13% | 0% | -30% | 2% | -29% | 0% | -15% | -7% | 14%

Not all compounds are listed; count on the stated rates, not on these rows.
